Screening data as filed in PubChem BioAssay.
mcGAS lum: mouse cGAS inhibition by luminescence; Q8C6L5; recombinant cGAS, Kinase-Glo ATP depletion luminescence; inhibition, % at 12.5 µM; 160,000 compounds, 0.15% hits; AID 1259399;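 further: 0% = negative control wells and 100% = reference inhibitor with no enzyme activity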
hcGAS lum: blocks human cGAS activity. Q8N884. recombinant h-cGAS, ATP depletion, Kinase-Glo luminescence. inhibition, % at 12.5 µM. 290,000 compounds, 0.081% hits;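 further: 0% = vehicle reaction and 100% = reaction without DNA for no activity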
Target sequence (Q8N884 whole entry, looked up): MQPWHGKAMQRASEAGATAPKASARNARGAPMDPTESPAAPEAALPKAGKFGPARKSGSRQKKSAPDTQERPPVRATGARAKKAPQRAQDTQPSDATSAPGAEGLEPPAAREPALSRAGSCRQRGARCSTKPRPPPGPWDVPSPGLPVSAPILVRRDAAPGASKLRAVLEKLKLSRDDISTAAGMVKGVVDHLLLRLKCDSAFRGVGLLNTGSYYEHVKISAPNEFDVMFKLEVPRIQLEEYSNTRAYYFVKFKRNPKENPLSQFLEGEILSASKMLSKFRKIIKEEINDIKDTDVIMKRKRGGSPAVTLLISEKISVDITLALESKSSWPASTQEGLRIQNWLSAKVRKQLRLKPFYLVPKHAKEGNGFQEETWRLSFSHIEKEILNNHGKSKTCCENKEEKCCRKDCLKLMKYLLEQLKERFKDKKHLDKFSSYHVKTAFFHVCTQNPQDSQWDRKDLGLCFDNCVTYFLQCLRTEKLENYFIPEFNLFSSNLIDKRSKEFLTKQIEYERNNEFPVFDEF
NPYLR7 agonist: mosquito NPYLR7 agonism | HEK293T NPYLR7/Galpha15, GCaMP6s calcium fluorescence | activation, % at 10 µM | 270,000 compounds, 0.15% hits; in the data active means activation above about 40%;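 further: 0% = vehicle and 100% = reference agonist at the receptor; some compounds past the cut are filed as inactive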
The depositor's hits bear a star; . = no result given. Unless noted, no stated cut-off is given here; in the data, active means inhibition above about 40%; inactive means the rest. Compounds as they come; 0.26% or so of the library scored in one or more.

SMILES	mcGAS lum	hcGAS lum	NPYLR7 agonist
Cc1cnc(N2CCN(c3nc(N(C)C)cc(C(F)(F)F)n3)CC2)s1	-14	-8	-2
FC(F)Oc1ccc(N=C2SCC3CCCCN23)cc1 (stereo not given)	-10	-5	10
CCCS(=O)(=O)N1CCN(c2ncccc2C(=O)NCc2cccs2)CC1	-5	-1	-3
CC(=O)Nc1ccc(S(=O)(=O)NCc2nnnn2-c2ccc(Cl)cc2)cc1	-6	-3	14
CC(C)c1ccc2nc(Cc3cccc(C(N)=O)c3)[nH]c(=O)c2c1	.	-16	-2
CCN(CCn1cccn1)C(=O)c1ccoc1C	.	-1	-1
CCC[C@H]1CN(Cc2nccnc2C)C[C@@H]1NC(=O)C(C)(C)OC	-6	-5	.
CCn1nnc2c(NCc3ccc4c(c3)OCO4)ncnc21	.	-4	18
c1ccc(COC2CCCN(Cc3cnc(-c4cccs4)nc3)C2)nc1 (stereo not given)	.	-3	1
COc1ccc(OC)c(NC(=O)C2(C)CCN2C(=O)Cc2ccsc2)c1 (stereo not given)	-5	-4	-5
C=CCn1c(SCC(=O)Nc2sc(C)c(C)c2C(=O)OCC)nc2sc(C)c(C)c2c1=O	-5	-3	-5
CC(Sc1ncnc2c1nnn2-c1ccc(F)cc1)c1ccccc1 (stereo not given)	-6	-6	13
CNC(=O)c1c(-c2c(Cl)cccc2Cl)noc1C	.	-2	4
CC1(C(=O)NCc2ccccc2)Cc2c(-c3cccc(C(N)=O)c3)ccnc2O1 (stereo not given)	-7	-6	7
CCC(CC)N(CCc1ccccc1)C(=O)c1cnc(C)[nH]c1=O	-2	-2	3
CC1CCN(CC2CCCCCN2C(=O)c2ccoc2)CC1 (stereo not given)	-6	-6	.
CC(C)c1cc(-c2ccc(F)c3ccccc23)nc(N)n1	-7	-4	2
Cc1cc(COc2ccc3cc(Br)ccc3c2)no1	.	-6	11
CSc1nc(NC(C)C)c2cnn(CCNC(=O)Cc3ccc(F)cc3)c2n1	-9	-6	.
CC(C)(C)c1ccc(S(=O)(=O)n2cc(-c3ccccc3)c(N)n2)cc1	.	5	-21
CCCCC(Sc1nc(N)c(NC(=O)c2ccc(OCC)cc2)c(=O)[nH]1)C(=O)O (stereo not given)	-7	-7	1
CCN(CCCN1CCOCC1)C(=O)c1ccccc1C1CCNC1 (stereo not given)	.	-12	-5
CCCCCC(=O)N1[C@@H](c2ccccc2)[C@@H](C(=O)O)C[C@]12CCCCNC2=O	-7	-5	4
CC(C)(C)c1nnc(SCCc2ccccc2)n(N)c1=O	.	-2	4
Oc1ccc(C=Cc2ccc3ccccc3n2)cc1	.	-19	3
O=C(N=Nc1c(O)[nH]c2ccc(Br)cc12)c1ccccc1Cl	-3	1	72*
O=C(CSc1nccn(-c2ccc(F)c(F)c2)c1=O)NC1CCCCC1	-7	-5	-1
COc1cccc(C(=O)N2CCN(C(C(=O)NCc3cccc(C)c3)C3CCCC3)CC2)c1 (stereo not given)	.	0	-4
Cc1ccc(NC(=O)N(CCN2CCOCC2)Cc2c(-c3ccccc3)noc2N(C)C(C)C)cc1	-5	-5	10
c1ccc(OCCCn2c3ccccc3c3nc4ccccc4nc32)cc1	.	-8	3
O=C1CC(=O)CC2(CCCC2)C1	.	-10	-1
COc1ccc(-c2c(C(F)(F)F)noc2-c2ccc(O)cc2O)cc1OC	-7	-6	0
COC(=O)c1ccc(Oc2c(C)oc3c4c(ccc3c2=O)OCN(Cc2cccnc2)C4)cc1	-7	-2	1
CCOc1ccccc1N1CCN(C(=O)c2cc(-c3ccc(F)cc3)nc3cc(C(C)(C)C)nn23)CC1	-10	-5	6
CCOCC(O)CN(Cc1ccccc1F)CC1CC(c2ccc(Cl)cc2)=NO1 (stereo not given)	-3	-4	-4
CCC(CC)(CCO)CNC(=O)c1ccncc1Cl	.	0	2
Cc1ccc(OCC(=O)N2N=C3CCCCC3C2(O)C(F)(F)F)cc1C (stereo not given)	-6	-9	7
CCOC(=O)C1(CCCc2ccccc2)CCN(C(=O)NCc2ccccc2)CC1	-2	4	-11
CC(=O)OCc1ccc(C=CC(=O)O)o1	-6	-6	1
N#Cc1ccc(CS(N)(=O)=O)cc1	.	-6	10
CCCc1ccccc1N1C(=O)CSC1c1cccc(NC(=O)c2cccc([N+](=O)[O-])c2)c1 (stereo not given)	-8	-2	4
O=C(Nc1nc2c(s1)CCCCC2)c1cncn1-c1ccc(F)cc1	.	10	-5
O=c1cc(-c2ccccc2)oc2ccc(Cl)cc12	.	-2	4
Cc1cc(C(=O)N2CC(OCC(=O)N(C)C)C2)nn1-c1ccccc1	.	-10	-2
O=C(Cn1cnc([N+](=O)[O-])n1)Nc1ccc(F)c(Cl)c1	-6	-4	-5

Looked up above:
`O=C(Cn1cnc([N+](=O)[O-])n1)Nc1ccc(F)c(Cl)c1` | mcGAS lum = -6
`Cc1ccc(OCC(=O)N2N=C3CCCCC3C2(O)C(F)(F)F)cc1C` (stereo not given) | mcGAS lum = -6

Other compounds follow.
SMILES	mcGAS lum	hcGAS lum	NPYLR7 agonist
O=C(Cc1cccs1)Nc1nnc(SCc2cc(F)ccc2F)s1	-7	-4	3
CC(=NNc1nc2ccccc2[nH]1)C1CC1	.	-8	4
CCN1CC=C2C(C#N)C(=N)C(C#N)(C#N)C(c3cccs3)C2C1 (stereo not given)	-2	0	50*
COC(=O)C1=C(C)NC2=C(C(=O)CC(c3ccccc3)C2)C1c1ccccc1Cl (stereo not given)	-5	-8	3
CCOC(=O)c1ccc(NC(=O)CSc2ccc3nnc(-c4ccc(C)cc4)n3n2)cc1	-2	-4	2
O=C1C2C3C=CC(C3)C2C(=O)N1CNc1cccc(Cl)c1 (stereo not given)	.	-6	0
O=C(C1=CCCC1)N1CCCC(Nc2ccccc2)C1 (stereo not given)	.	-4	3
CNc1cncc(-c2cccc(C(=O)NC3CC3)c2)n1	.	-4	1
CN(C)Cc1nc(C(=O)N2CCC3(CC2)OCCCC3O)cs1 (stereo not given)	1	2	.
COC(=O)c1ccc(CN2CCOC(Cc3cccc(OC)c3)C2)cc1 (stereo not given)	.	-4	3
Cc1nsc(NC(=O)N2CC[C@@]3(O)CCCC[C@H]3C2)n1	-13	-10	.
CN(Cc1cc(C2CC2)n[nH]1)C(=O)c1cc(Cn2cnc3ccccc32)on1	.	-9	23
CCOCCCN(CC(=O)N(Cc1cccn1Cc1ccccc1Cl)CC(C)C)C(=O)C1C[C@H]1c1ccccc1 (stereo not given in full)	-6	-3	.
CCc1nc2ccc(C(=O)N3CCN(C(C)=O)CC3)cn2c1N(CC)C(C)=O	-5	-4	-5
Cc1nc2[nH]n(C)c(=O)c2c(C)c1CC(=O)N1CCCC(C)C1 (stereo not given)	.	-3	10
COc1ccc(CN2CCC2(C)C(=O)N2CCN(C(C)=O)CC2)c2ccccc12 (stereo not given)	-2	-4	-5
O=C(NCC1=CCCCC1)C(c1cccnc1)N1CCOCC1 (stereo not given)	-11	-7	12
O=C(NCc1cn2ccccc2n1)C1CCC(=O)N(CCN2CCOCC2)C1 (stereo not given)	.	-5	10
O=C(CSCc1ccncc1)Nc1ccc(-c2cncnc2)cc1	.	2	-2
CC(C)N(C)Cc1ccccc1CNC(=O)NCCC(=O)N1CCN(C)CC1	-6	-4	0
O=C(NCc1cccs1)c1cc(-c2ccco2)on1	.	-6	3
Cc1ccc(CN(C)C(=O)CN(C)CC(=O)Nc2c(Cl)cccc2Cl)o1	.	-11	7
COC(=O)c1ccc(CNC2CCN(c3ccc(C(=O)NC4CCCC4)cc3)CC2)cc1	-12	-6	2
O=C(CCS(=O)(=O)c1ccccc1)OCc1cc(-c2ccc(F)cc2)on1	.	-7	0
CCc1nc2ccc(C(=O)Nc3ccc4c(c3)CCN4C(C)=O)cn2c1N(CCN(C)C)CC1CC1	-3	-7	-2
NS(=O)(=O)CC1CCN(c2nccc(Oc3ccc(F)cc3)n2)CC1	-17	-8	3
CCCCC(=O)N(CCC)C(C)c1nc2cc(Cl)ccc2c(=O)n1-c1ccc(C)cc1 (stereo not given)	-5	12	-2
COC(=O)CO[C@@H]1CO[C@H]2[C@@H]1OC[C@@H]2n1cc(-c2ccccc2)nn1	-7	-8	-10
Cc1cc(NC(=O)CNC(=O)c2cc(Cl)ccn2)ccc1Br	-4	3	5
COc1ccc(C(C)=O)cc1CN1C(=O)C(C)ON=C1c1cccc(Cl)c1 (stereo not given)	.	2	3
O=C(c1sccc1-c1ccccc1)N1CCN(CC2CCCO2)CC1 (stereo not given)	-15	-7	-2
COC(=O)c1c(O)ccc(-c2ccc(C)cc2)c1C(=O)OC	.	-3	-2
Cc1ccccc1C1C(C(=O)C(C)C)=C(O)C(=O)N1c1ccc(C(=O)O)cc1 (stereo not given)	.	-5	19
CCc1nc(C)cn1S(=O)(=O)c1ccc(OC)c(C(C)(C)C)c1	.	-7	7
O=C(/C=C/c1ccccc1)NC1CCN(c2ccccc2C(=O)NCc2ccco2)CC1	-5	-4	0
O=C(CC1C(=O)NCCN1Cc1ccoc1)NCCC1=CCCCC1 (stereo not given)	-7	-5	12
Cc1cccc2sc(N(CCN(C)C)C(=O)/C=C/c3cccs3)nc12	-8	-6	-5
CCc1nc2ccc(C(=O)N3CCNC(=O)C3)cn2c1N(C)C(=O)c1cccc(OC)c1	-3	-6	20
Cc1ccc(-c2cnn3c(N4CCCCC4)cc(C)nc23)cc1	-4	-1	-8
Cc1ccc(C2CCCN2Cc2noc(C(C)(C)C)n2)cc1C (stereo not given)	.	-13	4
O=C(OCc1cccc2cccnc12)C1CC2CCCC(C1)C2=O (stereo not given)	.	-5	-4
Cc1cc(Cl)ccc1C(=O)N(Cc1c(C)nn(C)c1C)C(C)C	-11	-6	0
O=C1c2ccccc2C(=O)N1CNc1ccc(Oc2ccccc2)cc1	-6	-5	0
O=C(COc1ccc2ccccc2c1)NN=Cc1ccncc1	-4	-3	4

Sorted by length of the SMILES (ascending): 20 of the compounds above.
SMILES	mcGAS lum	hcGAS lum	NPYLR7 agonist
O=C(NCc1cccs1)c1cc(-c2ccco2)on1	.	-6	3
O=C(COc1ccc2ccccc2c1)NN=Cc1ccncc1	-4	-3	4
O=C(NCC1=CCCCC1)C(c1cccnc1)N1CCOCC1 (stereo not given)	-11	-7	12
O=C(CSCc1ccncc1)Nc1ccc(-c2cncnc2)cc1	.	2	-2
Cc1ccc(C2CCCN2Cc2noc(C(C)(C)C)n2)cc1C (stereo not given)	.	-13	4
Cc1ccc(-c2cnn3c(N4CCCCC4)cc(C)nc23)cc1	-4	-1	-8
COC(=O)c1c(O)ccc(-c2ccc(C)cc2)c1C(=O)OC	.	-3	-2
O=C1c2ccccc2C(=O)N1CNc1ccc(Oc2ccccc2)cc1	-6	-5	0
Cc1cc(Cl)ccc1C(=O)N(Cc1c(C)nn(C)c1C)C(C)C	-11	-6	0
Cc1cccc2sc(N(CCN(C)C)C(=O)/C=C/c3cccs3)nc12	-8	-6	-5
CC(C)N(C)Cc1ccccc1CNC(=O)NCCC(=O)N1CCN(C)CC1	-6	-4	0
Cc1ccc(CN(C)C(=O)CN(C)CC(=O)Nc2c(Cl)cccc2Cl)o1	.	-11	7
O=C(CCS(=O)(=O)c1ccccc1)OCc1cc(-c2ccc(F)cc2)on1	.	-7	0
COc1ccc(CN2CCC2(C)C(=O)N2CCN(C(C)=O)CC2)c2ccccc12 (stereo not given)	-2	-4	-5
O=C(/C=C/c1ccccc1)NC1CCN(c2ccccc2C(=O)NCc2ccco2)CC1	-5	-4	0
Cc1ccccc1C1C(C(=O)C(C)C)=C(O)C(=O)N1c1ccc(C(=O)O)cc1 (stereo not given)	.	-5	19
CCCCC(=O)N(CCC)C(C)c1nc2cc(Cl)ccc2c(=O)n1-c1ccc(C)cc1 (stereo not given)	-5	12	-2
CCc1nc2ccc(C(=O)N3CCNC(=O)C3)cn2c1N(C)C(=O)c1cccc(OC)c1	-3	-6	20
COC(=O)CO[C@@H]1CO[C@H]2[C@@H]1OC[C@@H]2n1cc(-c2ccccc2)nn1	-7	-8	-10
CCc1nc2ccc(C(=O)Nc3ccc4c(c3)CCN4C(C)=O)cn2c1N(CCN(C)C)CC1CC1	-3	-7	-2
